# High-throughput results from PubChem.
# Giardia FBPA inh: blocks Giardia fructose-bisphosphate aldolase activity. A8B2U2. purified Giardia FBPA. Potency, µM (titrated, usually from 59.6 µM), for inactives: top-dose activity, negative = inhibition, most hits filed as inhibitors. 0.71% of 290,000 active; also: potency is read from the fitted curve at half-maximal effect; nearly all actives have a fitted effect of over 55% in size
# Target sequence (A8B2U2 whole entry, looked up): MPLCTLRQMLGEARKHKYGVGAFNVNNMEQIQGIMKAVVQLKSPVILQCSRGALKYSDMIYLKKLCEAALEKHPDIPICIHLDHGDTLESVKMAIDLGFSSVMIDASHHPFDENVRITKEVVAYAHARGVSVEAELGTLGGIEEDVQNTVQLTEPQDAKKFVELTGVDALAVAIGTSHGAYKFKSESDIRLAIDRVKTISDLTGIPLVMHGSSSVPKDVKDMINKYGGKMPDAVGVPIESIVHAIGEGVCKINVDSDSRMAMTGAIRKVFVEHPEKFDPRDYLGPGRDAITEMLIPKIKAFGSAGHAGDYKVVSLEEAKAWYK
#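 Giardia FBPA (40 nM reagent) was preincubated 10 min at RT with compound (up to 57.5 uM final), then substrate plus GAPDH/TPI/NAD/arsenate coupling system with diaphorase/resazurin was added; resorufin fluorescence (525/598 nm) was read after 20 min.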
# AmpC inh no detg: AmpC beta-lactamase inhibition without detergent; AmpC nitrocefin hydrolysis, absorbance 480 nm, 0.0001% Triton; Potency, µM (series often up to 57.1 µM), inactives show top-dose activity change, negative = inhibition, usual class: inhibitors; 0.52% of 330,000 active;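 also: potency is read from the fitted curve at half-maximal effect; plate controls were no compound for no effect and no enzyme for full effect; nearly all actives have a fitted effect of over 20% in size; some results filed as inactive show a strong effect at the top dose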
# Target sequence (P00811 whole entry, looked up): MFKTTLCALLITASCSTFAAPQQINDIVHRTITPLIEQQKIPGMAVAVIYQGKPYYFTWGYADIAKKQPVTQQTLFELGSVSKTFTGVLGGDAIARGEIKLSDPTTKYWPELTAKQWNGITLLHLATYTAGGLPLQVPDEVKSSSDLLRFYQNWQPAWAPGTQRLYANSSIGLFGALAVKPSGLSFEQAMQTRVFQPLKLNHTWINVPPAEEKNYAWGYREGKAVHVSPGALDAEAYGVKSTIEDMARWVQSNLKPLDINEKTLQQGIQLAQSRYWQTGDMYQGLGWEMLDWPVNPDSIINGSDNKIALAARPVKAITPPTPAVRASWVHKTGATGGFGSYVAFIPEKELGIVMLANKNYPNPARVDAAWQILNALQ
#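 AmpC (5.3 nM in the dispensed reagent) in 20 mM phosphate pH 7.0 with 0.01% (detergent screen) or 0.0001% Triton X-100 was preincubated with compounds for 15 min at room temperature. Nitrocefin was then added from an 800 uM solution, and hydrolysis was followed at 480 nm.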
# Sm TGR inh: S. mansoni TGR enzyme inhibition | Potency, µM (top dose mostly 114 µM), without a hit: at the highest dose activity change, negative = inhibition, most hits filed as inhibitors | 3% of 360,000 active | purified TGR, DTNB reduction, TNB absorbance 405 nm; also: potency is read from the fitted curve at half-maximal effect; nearly all actives have a fitted effect of over 60% in size
#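 TGR 20 nM + NADPH 100 uM (dispensed conc.), cpd preinc 15 min RT; start with NADPH (500 uM addition) then DTNB (15 mM addition). Kinetic TNB absorbance, 405 nm filter. Four-parameter Hill fit across titration.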
# AmpC detergent: AmpC beta-lactamase inhibition with detergent present; AID 485294; AmpC hydrolysis of nitrocefin, absorbance 480 nm, 0.01% Triton; 0.041% of 370,000 active; Potency, µM (highest dose often 114 µM), for the others: top-dose activity change, negative = inhibition, usual class: inhibitors;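 also: potency is read from the fitted curve at half-maximal effect; 0% = no-compound wells and -100% = no-enzyme wells; nearly all actives have a fitted effect of over 25% in size; some results filed as inactive show a strong effect at the top dose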
#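 20 mM phosphate pH 7.0 + 0.01% (detergent screen) or 0.0001% Triton X-100; 5.3 nM AmpC reagent; cpd preinc 15 min RT; nitrocefin (800 uM stock) to start; A480 q20 s × 4 min; Activity was normalised to no-enzyme and no-compound control wells.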
# AMA1-RON2 inh: AMA1-RON2 (P. falciparum) interaction inhibition. AlphaScreen AMA1-biotinylated RON2 peptide binding. Potency, µM (titrated, usually from 58.2 µM), for the others: at the highest dose activity change, negative = inhibition, usual class: inhibitors. 0.2% of 360,000 active. AID 720542;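 also: potency is read from the fitted curve at half-maximal effect; 0% = vehicle wells and -100% = peptide control; nearly all actives have a fitted effect of over 45% in size; some results filed as inactive show a strong effect at the top dose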
#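 AMA1 (3D7) with his tag at 25 nM final met compounds first, then biotinylated RON2 peptide at 25 nM; detection used donor plus acceptor beads, 10 µg/mL apiece, read by AlphaScreen after 30 min at room temperature.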
# HCMV inh: blocks human cytomegalovirus replication; activity change, negative = inhibition, % at 57.5 µM; 4.5% of 410,000 active; HFF cells, HCMV-luciferase reporter, 72 h; active compounds read low; AID 1259415; in the data active = activity change below about -60%; inconclusive = no clear call, values can overlap the other calls; inactive = above about -39%
#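 Inhibition of viral replication was scored as loss of reporter luminescence in HFFs infected with HCMV-luciferase (MOI 1 PFU/cell) for 72 h; compounds tested at 2 doses, normalized to buffer and Salinomycin controls.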
# Numbers without * were called inactive; ? = inconclusive; . = no result given; & = joins results of further samples; [ ] = another dose, or the depositor's remark. Unless noted, calls follow the shape of the dose curve; as a rule, active = well fitted curve in the direction sought with a large enough effect; inconclusive = small, poorly fitted or top-dose-only effect, or another doubt; inactive = no such curve, though single readings can be large; an effect the other way counts as inactive or inconclusive. Unless noted, % is scaled to controls: 0 for no effect and ±100 for the full control effect.
SMILES,Giardia FBPA inh,AmpC inh no detg,Sm TGR inh,AmpC detergent,AMA1-RON2 inh,HCMV inh
NC(=O)COC(=O)CSc1ccc2ccccc2c1,1%,-14%,3%,0%,2%,15
O=C(Nc1nnc(C2=COCCO2)o1)c1ccc([N+](=O)[O-])s1,?,22%,?,-7%,14%,-20
N#CC(C#N)=CNc1cccnc1,1%,0%,-22%,5%,0%,-17
CC(C)N(C(=O)[C@H]1C[C@H](CC(=O)NCc2cccc(C(F)(F)F)c2)C(=O)N2CCc3c([nH]c4ccc(Cl)cc34)[C@]12C)C(C)C,.,-16%,.,.,2%,?
COC(=O)c1sc(NC(=O)c2c(-c3ccccc3)noc2C)nc1C,.,-7%,5%,3%,-1%,-10
O=C(Nc1c(C(=O)O)oc2ccc(Br)cc12)c1ccccc1,17%,-29%,5%,?,-2%,.
O=C(Nc1ccc(F)cc1F)c1cccnc1Oc1cccc(C(F)(F)F)c1,2%&1%,-12%,4%,-11%,-2%,26
O=C(N/N=C/c1cc(Br)cs1)c1ccc2c(c1)OCCO2,-22%,-45%,8%,-4%,-7%,98
Cc1ccc(S(=O)(=O)N2CCOC23CCN(C(=O)c2ccccc2Br)CC3)cc1,.,55%,-10%,0%,-4%,?
CCOCCCNC(=O)c1cn(CC(C)C)c(=O)c2cc(OC)c(OC)cc12,-6%,15%,3%,-13%,3%,10
Cc1nn(-c2ccccc2)c(Cl)c1/C=N/NC(=O)c1ccccc1NS(=O)(=O)c1cccs1,9%,-53%,3%,-1%,41%[activator],-23
CCOC(=O)CN1C(=O)CCSc2ccc(Cl)cc21,0%,-2%,5%,?,4%,2
COc1ccccc1NC(=O)Cn1c(=O)oc2ccccc21,0%,0.4µM*,-8%,1%,1%,-6
CC(CCN1CCN(c2ccccc2)CC1)c1ccccc1 (stereo not drawn),?,-37%,-1%,?,-10%,-22
CCCCCC(=O)Nc1ccc(N2CCOCC2)c(S(=O)(=O)Nc2ccc(OC)cc2)c1,.,26%,0%,-20%,1%,-20
Cn1c(C(=O)OC(C(=O)NC(C)(C)C)c2cccnc2)cc2sccc21 (stereo not drawn),0%,38%,-1%,-3%,1%,-19
Cc1cccc([C@@H]2C[C@H]3CN(Cc4cccc(Cl)c4)C(=O)[C@]34CCCN24)n1,-6%,81%[activator],28µM*,-2%,1%,-26
COc1ccccc1-n1cnnc1SCC(=O)c1ccc[nH]1,-2%,-9%,-15%,?,4%,-5
O=c1ccc2c(-c3ccccc3)c3ccc(O)cc3oc-2c1,14µM*,-53%,8.9µM*,-5%,-22%,-14
CCCc1cc(C(=O)Nc2ccc(C(=O)c3ccc(C)cc3)cc2)n(C)n1,.,-18%,2%,9%,6%,-24
OCCN1CCN(c2nnc(-c3ccccc3)c3ccccc23)CC1,-7%,2%,-18%,3%,-13%,58
CC1(C)Cc2c(c(N3CCOCC3)nc3sc(C(N)=O)c(N)c23)CO1,-25%,-16%,-27%,-1%,5%,-10
CC(=O)c1c(C(C)=O)c(C)n(-c2ccc3ncccc3c2)c1C,0%,-7%,0%,-5%,-22%,?
COc1ccc(/C=C/C(=O)NC2CCS(=O)(=O)C2)cc1 (stereo not drawn),.,?,2%,?,10%,-12
COc1ccc(NC(=O)C2=CC(c3ccc(OC)cc3)=NS(=O)(=O)N2C)cc1,-7%,-28%,1%,-12%,-24%,-31
CCc1ccccc1NC(=O)CSc1nnc(-c2ccncc2)o1,5%,-6%,0%,3%,11%,0
COc1ccc(OCC(=O)NCCc2c[nH]c3ccccc23)cc1,-2%,35%,15%,-6%,-11%,-8
COc1ccccc1CNC(=O)CCCCn1c(=O)c2ccccc2n(CC(=O)Nc2cc(Cl)ccc2C)c1=O,.,.,9%,23%,.,-10
Cc1cccc(Nc2cc(C)c3c(O)cccc3n2)c1C,-15%,-14%,-14%,?,?,-65*
O=C(NC12CC3CC(CC(C3)C1)C2)N1CCN(c2ccccc2)CC1,0%,-6%,-8%,-12%,18%,-3
N#Cc1cnc(NN)nc1,-27%,-26%,1%,-13%,-4%,-35
Cc1cc(NC(=O)CN2CCCCCCC2)no1,-29%,-3%,0%,?,-21%,-13
CCCNC(=O)C1CC(=O)N(c2ccc(OCC(=O)Nc3cc(C)cc(C)c3)cc2)C1 (stereo not drawn),4%,-1%,-3%,-15%,7%,11
O=C1NC(c2ccncc2)Nc2sc3c(c21)CCCC3 (stereo not drawn),?,-17%,?,-8%,0%,7
Nc1no[n+]([O-])c1-c1ccccc1,2%,-17%,-18%,-6%,4%,-13
O=C(C1=C(O)C(=O)N(Cc2cccnc2)C1c1ccccn1)c1cccs1 (stereo not drawn),-19%,-16%,-10%,-5%,7%,-35
Cc1ccc2c(c1)=C(c1sc(N(C)c3ccc(O)cc3)nc1O)C(=O)N=2,-4%,-20%,5%,4%,0%,-6
COCCNC(=O)C(=O)NCC1OCCN1S(=O)(=O)c1cccs1 (stereo not drawn),0%,-3%,4%,2%,-3%,17
O=C(c1ccc(Br)o1)N1CCN(c2ccc3nnc(-c4ccccc4)n3n2)CC1,-5%,258%[activator],?,?,-6%,-72*
COc1ccc(-c2nnc(N)s2)cc1,6%,-24%,-10%,?,24%,69
Cc1nc2sc(C(c3cccc(F)c3)N3CCCCC3)c(O)n2n1 (stereo not drawn),2%,-3%,-1%,-2%,-13%,15
N#Cc1c(-c2ccccc2)cc(-c2ccccc2)nc1SCc1nnc(-c2ccccc2)o1,0%,-17%,10%,-2%,3%,-20
CC(=O)c1ccc(N2CCN(C(=O)c3ccco3)CC2)c(F)c1,3%,-6%,?,-10%,-4%,44
CC1(c2ccccc2)NC(=O)N(Cc2ccc([N+](=O)[O-])cc2)C1=O (stereo not drawn),5%,-22%,2%,7%,-4%,1
CCCN(C(=O)COc1ccc(Cl)cc1Cl)c1c(N)n(Cc2ccccc2)c(=O)[nH]c1=O,5%,-16%[2.29 µM],3%,-2%,-7%,0
O=C(C1CCCN1S(=O)(=O)c1cccc2nsnc12)N1CCN(c2ccccc2)CC1 (stereo not drawn),.,75%[activator],-2%,3%,-10%,.
CCN(CC)C(=O)Cn1nnc(-c2ccc(C)o2)n1,-5%,32%,25µM*,-13%,0%,-10
Cc1ccc(NC(=O)C2CCCN2S(=O)(=O)c2ccc3c(c2)CCCC(=O)N3)cc1C (stereo not drawn),.,.,-3%,1%,.,-25
CCOC(=O)c1ccccc1NC1c2ccccc2C(=O)N1c1cc(C)ccn1 (stereo not drawn),-4%,22%,12%,-13%,10%,-28
COC(=O)c1ccsc1NC(=O)CS(=O)(=O)c1ccccc1,.,-30%,-2%,-13%,-11%,-27

# Remaining list, next part
SMILES,Giardia FBPA inh,AmpC inh no detg,Sm TGR inh,AmpC detergent,AMA1-RON2 inh,HCMV inh
NC(=O)CC(NC(=O)Cc1cccc2ccccc12)c1ccc(NCc2ccccn2)c([N+](=O)[O-])c1 (stereo not drawn),-3%,1%,6%,2%,26%,?
CN(CC(=O)NCc1ccco1)S(=O)(=O)c1ccc(F)cc1,8%,2%,-7%,?,-1%,-11
Cc1ccc(S(=O)(=O)NCCCNS(=O)(=O)c2ccccc2Br)cc1,.,-45%,.,.,-4%,9
CCC(=O)c1ccc(N2CCN(C(=O)c3cc([N+](=O)[O-])ccc3F)CC2)c(F)c1,1%,14%,.,-10%,-3%,?
CC1CCN(c2nc(-c3ccccc3)cc(C(F)(F)F)n2)CC1,7%,-22%,11%,5%,11%,13
O=C(O/N=C1\C(=O)N(c2ccccc2)c2ccccc21)C1CC1,10%,-21%,?,?,-1%,?
CCC(C(=O)NCc1cc(OC)ccc1OC)n1nc(C)c2sc3ccccc3c2c1=O (stereo not drawn),.,.,-2%,4%,.,-18
Cc1ccc(C)c(C(=O)OCC(=O)Nc2cccc(S(=O)(=O)N3CCCCC3)c2)c1,.,-32%,-1%,-15%,9%,?
CCN1CC=C2C(C#N)=C(N)C(C#N)(C#N)[C@H](c3ccoc3)[C@H]2C1,.,-12%,1%,-11%,3%,.
Cc1ccc(C2=Nc3ccccc3N(CC(=O)NCc3ccccc3Cl)C(=O)C2)cc1C,.,.,2%,19%,.,86

# In a second layout: 6 of the compounds above.
# Values run as follows: Giardia FBPA inh, AmpC inh no detg, Sm TGR inh, AmpC detergent, AMA1-RON2 inh, HCMV inh
CC1CCN(c2nc(-c3ccccc3)cc(C(F)(F)F)n2)CC1
 : 7%, -22%, 11%, 5%, 11%, 13
O=C(O/N=C1\C(=O)N(c2ccccc2)c2ccccc21)C1CC1
 : 10%, -21%, ?, ?, -1%, ?
CCC(C(=O)NCc1cc(OC)ccc1OC)n1nc(C)c2sc3ccccc3c2c1=O (stereo not drawn)
 : ., ., -2%, 4%, ., -18
Cc1ccc(C)c(C(=O)OCC(=O)Nc2cccc(S(=O)(=O)N3CCCCC3)c2)c1
 : ., -32%, -1%, -15%, 9%, ?
CCN1CC=C2C(C#N)=C(N)C(C#N)(C#N)[C@H](c3ccoc3)[C@H]2C1
 : ., -12%, 1%, -11%, 3%, .
Cc1ccc(C2=Nc3ccccc3N(CC(=O)NCc3ccccc3Cl)C(=O)C2)cc1C
 : ., ., 2%, 19%, ., 86

# (continued)
SMILES,Giardia FBPA inh,AmpC inh no detg,Sm TGR inh,AmpC detergent,AMA1-RON2 inh,HCMV inh
Cc1ccc(S(=O)(=O)N(C)CC(=O)NCCCn2ccnc2)cc1,-6%,-4%,11%,2%,-5%,10
COc1ccc(NC(=O)CC2CCCCC2)cc1OC,-13%,-10%,-1%,?,?,1
COc1ccc(CCN2C(=O)c3[nH]nc(-c4ccccc4O)c3C2c2cccc(Cl)c2)cc1 (stereo not drawn),-4%,-6%,19%,-2%,102%[activator],?
CCn1ccnc1CN(C)C(=O)c1cc(COc2ccccc2SC)on1,-4%,66%[activator],-10%,?,10%,69
COc1ccc2nc(NC(=O)[C@@H]3CCCN3C(=O)c3cccs3)sc2c1,13%,-18%,1%,-8%,-5%,6
COc1ccc(CNC(=O)CC23CC4CC(CC(C4)C2)C3)cc1,14%,-1%,-16%,?,-3%,-26
CCOC(=O)CNC(=O)c1c(C)nn(C)c1Cl,0%,-15%,4%,-16%,13%,-37
CC(C)c1ccc(Cc2nnc(NCCCO)[nH]c2=O)cc1,-14%,-2%,-7%,8%,-2%,.
Cc1noc(Cn2c(=O)c3cc4c(cc3n(CC(=O)Nc3ccc(C(C)C)cc3)c2=O)OCO4)n1,.,.,-8%,-4%,.,-22
CCOC(=O)N1CCN(C(=O)c2cc(OC)c(OC)c(OC)c2)CC1,-7%,-15%,7%,-13%,-1%,10
CSc1ncccc1C(=O)OCC(=O)c1ccc[nH]1,.,-15%,.,.,8%,19
COc1cccc(C2=CC(c3ccc(C)cc3)n3ncnc3N2)c1 (stereo not drawn),-3%,-25%,18µM*,?,.,.
CNCCCOc1cccc(OC(C)C)c1,-13%,-7%,1%,0%,16%,18
COc1ccc(OC)c(-c2csc(NC(=O)Cc3ccccc3F)n2)c1,-8%,-25%,-8%,?,-20%,40
CNC(=O)COc1coc(CN2CCN(c3ccc(F)cc3)CC2)cc1=O,.,-18%,5%,-15%,7%,-26
